NR2F2 inh: blocks human COUP-TFII nuclear receptor; 370,000 tested, 0.7% active; inhibition, % at 8.6 µM; HEK293T NGFI-A luciferase reporter, luminescence; P24468; AID 686940;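 active = inhibition above a per-plate cutoff, mean inhibition of test wells between control levels plus 3 SD, cut at about 38% in these data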;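 note: cells cotransfected with COUP-TFII expression vector driving the NGFI-A reporter; 0% = median of COUP-TF2 test wells and 100% = reporter-only cells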
Target sequence (P24468 whole entry, looked up): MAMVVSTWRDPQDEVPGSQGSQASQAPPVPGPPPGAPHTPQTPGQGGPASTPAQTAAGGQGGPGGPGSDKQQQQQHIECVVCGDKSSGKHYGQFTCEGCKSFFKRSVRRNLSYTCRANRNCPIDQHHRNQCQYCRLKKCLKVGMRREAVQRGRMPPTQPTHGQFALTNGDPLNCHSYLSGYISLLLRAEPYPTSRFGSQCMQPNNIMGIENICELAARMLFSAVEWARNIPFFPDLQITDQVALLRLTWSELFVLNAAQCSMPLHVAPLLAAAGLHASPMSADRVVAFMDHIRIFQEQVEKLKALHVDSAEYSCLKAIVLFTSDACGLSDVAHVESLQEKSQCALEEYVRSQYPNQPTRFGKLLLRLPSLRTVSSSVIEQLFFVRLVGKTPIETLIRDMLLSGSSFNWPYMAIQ
NCOA1 inh: inhibits human SRC1 coactivator | 360,000 tested, 0.12% active | inhibition, % at 3.6 µM | HEK293 GAL4-SRC1 luciferase reporter, luminescence | Q15788;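 active = inhibition above the campaign mean plus 3 SD, with each screening campaign given its own cutoff, cut at about 60% in these data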;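 note: 0% = DMSO treated cells and 100% = gossypol at 36 µM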
TRAIL sens C8: sensitizes caspase-8 expressing cells to TRAIL; NB7+C8 cells + TRAIL, ATPlite viability luminescence; inhibition (viability loss, TRAIL sensitization), % at 10 µM; 360,000 tested, 1% active; AID 624354;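 active = compounds causing at least 50% loss of cell viability in the single-dose screen, relative to plate controls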
TROY signal inh: blocks TROY-dependent signaling in reporter cells | Q293 LMP1-TROYcd NF-kB luciferase reporter, 4 h | 360,000 tested, 0.98% active | inhibition, % at 10 µM;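 active = compounds whose plate-normalised and pattern-corrected inhibition of the luciferase reporter signal at the single screening dose is 50% or more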
SRC2 inh: human SRC2 (NCOA2) inhibition; Q15596; HEK293 GAL4-SRC2 luciferase reporter, luminescence; 370,000 tested, 0.17% active; inhibition, % at 9 µM;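 active = inhibition above the mean inhibition of all tested compounds plus 3 SD, set per campaign, cut at about 52% in these data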;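 note: 0% = DMSO treated cells and 100% = cells given Gossypol at 36 µM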
CF NFkB inh: inhibitors of cystic fibrosis induced NF-kB; KKLEB NF-kB-GFP reporter, PAF-induced, GFP fluorescence overnight; inhibition, % at 5 µM; 360,000 tested, 0.86% active;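 active = at least 50% inhibition at 5 µM, scaled per plate between neutral and stimulator controls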;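 note: PAF is a Pseudomonas aeruginosa culture filtrate used as stimulus; plate controls were PAF-stimulated DMSO wells for no effect and unstimulated DMSO wells for full effect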
KKLEB cytotox: reduces viability of KKLEB cystic fibrosis airway cells | KKLEB CF airway cells viability, ATPlite luminescence, overnight; stronger effect = lower value; cells stimulated with P. aeruginosa culture filtrate | activity change (cytotoxicity), % at 5 µM | 360,000 tested, 0.36% active;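 active = corrected activity change at or below -50% at 5 µM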
NR5A2 inv ag: NR5A2 inverse agonism in reporter assay; O00482; HEK293T StAR-luciferase reporter, LRH-1 transfected, 24 h; inhibition, % at 3.6 µM; 360,000 tested, 0.13% active; AID 602396;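 active = inhibition above the mean inhibition of all tested compounds plus 3 SD, cut at about 73% in these data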;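 note: 0% = DMSO wells and 100% = reporter-only cells lacking LRH-1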
Target sequence (O00482 whole entry, looked up): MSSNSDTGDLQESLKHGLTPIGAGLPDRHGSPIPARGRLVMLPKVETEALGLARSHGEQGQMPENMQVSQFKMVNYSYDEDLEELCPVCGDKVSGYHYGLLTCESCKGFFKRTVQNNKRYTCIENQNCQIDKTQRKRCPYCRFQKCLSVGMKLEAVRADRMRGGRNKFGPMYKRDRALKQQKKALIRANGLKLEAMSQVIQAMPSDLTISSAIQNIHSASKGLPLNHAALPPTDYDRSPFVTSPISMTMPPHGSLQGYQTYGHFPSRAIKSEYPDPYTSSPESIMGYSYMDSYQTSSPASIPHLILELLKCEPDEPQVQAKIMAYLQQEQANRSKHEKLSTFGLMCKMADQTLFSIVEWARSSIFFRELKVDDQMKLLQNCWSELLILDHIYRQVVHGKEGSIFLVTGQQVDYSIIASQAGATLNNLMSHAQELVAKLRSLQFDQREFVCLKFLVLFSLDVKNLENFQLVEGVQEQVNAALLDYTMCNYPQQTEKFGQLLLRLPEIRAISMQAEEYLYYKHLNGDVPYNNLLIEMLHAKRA
TWEAK Fn14 block: blocks TWEAK-Fn14 interaction in a reporter cell assay. TWEAK-stimulated Fn14 reporter cells, luciferase luminescence, 8 h. inhibition, % at 10 µM. 360,000 tested, 2% active; in the data active = inhibition above about 50%
SRC3 inh: inhibitors of human steroid receptor coactivator 3 (SRC3); Q9Y6Q9; HEK293 GAL4-SRC3 luciferase reporter, luminescence; inhibition, % at 3.6 µM; 360,000 tested, 0.17% active; AID 588352;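 active = inhibition above a per-campaign cutoff, the mean of all compounds plus 3 SD, cut at about 60% in these data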;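 note: 0% = DMSO-treated cells and 100% = gossypol-treated cells at 36 µM; higher means less SRC3-driven luciferase light from the GAL4 reporter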
EBV LMP1 NFkB: reduces LMP1-driven NF-kappaB luciferase signal. AID 504558. inhibition, % at 12.5 µM. 350,000 tested, 0.69% active. LMP1-induced NF-kappaB luciferase reporter cells, luminescence; in the data active = inhibition above about 41%;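 note: 0% = neutral control wells and 100% = reference inhibitor control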
An asterisk follows results filed as active; . = not tested or not shown. Outcome played no part in choosing rows; 4.2% or so of the library scored in one or more.

Screens in order: NR2F2 inh	NCOA1 inh	TRAIL sens C8	TROY signal inh	SRC2 inh	CF NFkB inh	KKLEB cytotox	NR5A2 inv ag	TWEAK Fn14 block	SRC3 inh	EBV LMP1 NFkB
CC(=O)Nc1ccc(S(=O)(=O)Nc2nccs2)cc1
 : 22	6	-5	0	-30	3	-3	12	-2	-4	-6
COc1ccc(/C=N/NC(=O)c2ccc3nc[nH]c3c2)c(OC)c1
 : -2	5	4	-19	-20	11	-7	0	7	12	1
CC(=O)N1c2ccccc2NC2=C(C(=O)CCC2)C1c1ccco1 (stereo not drawn)
 : -11	-5	0	-6	-4	-1	-4	-5	47	8	4
Cc1cc(-c2nnc(SCC(=O)Nc3ccc(S(N)(=O)=O)cc3)n2N)n[nH]1
 : 3	-15	-19	-8	-15	5	17	-15	-5	-6	-5
CCC(=O)NCc1ccc(-c2nc3ncccc3o2)cc1
 : -7	-28	-2	-23	-13	-11	0	1	1	-12	-3
Cc1cccc(Cn2c(Sc3nc(C)cs3)nc3c2c(=O)[nH]c(=O)n3C)c1
 : -2	-1	2	-4	-5	4	-8	-15	-12	1	-1
COc1ccc(-c2cc(NC=O)c3ncc(-c4cnn(C)c4)n3c2)cc1
 : -6	12	-12	-2	-91	-12	-11	33	5	-20	.
COc1ccc2c(c1)c(=O)oc1cc(OCC(=O)N3CCc4ccccc4C3)ccc12
 : -4	-11	3	-4	-9	-5	-16	5	23	-10	0
Cc1ccc(N(Cc2ccccc2)C(=O)c2cccc(S(=O)(=O)N3CC(C)OC(C)C3)c2)cc1 (stereo not drawn)
 : 12	-5	-9	-10	3	13	3	14	9	-3	-4
Cc1nc(C(=O)Nc2cccc(Cl)c2)nn1-c1cc(OC(C)C)c(Cl)cc1Cl
 : 13	13	15	26	7	22	3	8	31	17	3
Cn1c(=O)n(C)c2cc(S(=O)(=O)Nc3ccccc3O)ccc21
 : -30	-8	-10	3	-1	-23	8	13	15	1	-19
COc1ccc(C(=O)N2CCOCC2)cc1S(=O)(=O)N1CCCc2ccccc21
 : 25	9	-2	-4	-4	0	0	5	24	14	-7
CCOc1ccc(N(CC(=O)Nc2ccc(Br)cc2)S(C)(=O)=O)cc1
 : -7	-29	-6	-16	-23	4	-2	-15	-7	-17	-9
Cc1nc2c(Br)cc(Br)cc2cc1O
 : 11	15	-10	34	17	41	-12	-4	15	15	5
C=CCC(C(=O)c1ccccc1)[N+](C)(C)CC=C (stereo not drawn)
 : 18	-71	1	8	-6	14	-1	-6	-2	8	4
C/C(=N\OCC(=O)OCC(=O)NC(=O)c1ccc(OC(F)F)cc1)c1ccc2c(c1)OCO2
 : -2	-22	-14	-1	1	16	-10	-15	-9	9	3
CC(C)(CNC(=O)c1cccc(S(=O)(=O)Nc2ccc(SC(F)F)cc2)c1)N1CCOCC1
 : 6	-11	12	2	13	1	3	-4	-12	-4	3
FC(F)(F)c1nnc2sc(-c3ccncc3)nn12
 : -11	-1	22	-5	-7	-5	-1	-7	-4	5	3
O=C(NCCc1ccccc1)c1ccc(NC(=O)C2CC2)cc1
 : -23	-62	-2	-80	-64	-13	6	-54	-4	-62	-19
CCOC(=O)N1CCN(C(=O)CN(C)S(=O)(=O)c2ccc(F)cc2)CC1
 : -9	20	-27	-1	-50	-1	2	-18	4	1	-5
COc1ccc2cc(C(=O)N/N=C/c3sc4ccccc4c3O)ccc2c1
 : 11	-61	38	33	-11	15	1	-11	37	-15	-4
COc1ccc(Br)cc1/C=N/NC(=O)CNC(=O)c1cccnc1
 : -7	12	2	-11	-6	-2	-4	14	16	11	-10
CCCC(=O)Nc1nn(CC)c2nc3ccc(C)cc3cc12
 : -3	-25	-7	14	-20	29	-2	-20	1	-46	-7
O=P(O)(O)c1ccccc1OCCCCCOc1ccccc1P(=O)(O)O
 : -6	-24	0	17	-12	-17	6	-29	11	1	1
COC(=O)C1=C(C)NC(C)=C(C(=O)OC)C1C(=O)OCc1nc2cc(C(=O)OC)ccc2c(=O)[nH]1
 : -13	-4	-13	-3	-1	20	-6	-3	-6	-10	6
CC(=O)N(Cc1ccccc1)C(CC(=O)NCc1ccccc1)C(=O)O (stereo not drawn)
 : -1	-2	-7	-11	-8	-13	-2	-17	16	1	-2
C[C@@H](C(=O)Nc1ccc(OC(F)F)c(Cl)c1)N1C(=O)C2CC=CCC2C1=O (stereo partly drawn)
 : 12	-2	-2	2	-2	10	-8	-12	24	9	0
COc1ccc(/C=c2\s/c(=C(/C#N)C(=O)NCc3ccco3)n(-c3ccccc3)c2=O)cc1
 : -15	-5	-8	-4	-9	24	-35	10	12	7	-12
COc1ccc(-c2ccc(SCC(=O)NCC3CCCO3)nn2)cc1OC (stereo not drawn)
 : 4	-13	-49	-1	-41	15	3	3	0	-12	-33
O=C(Nc1nc(-c2cc(Cl)sc2Cl)cs1)c1cccs1
 : -9	-24	24	-1	-4	-10	9	-29	28	-31	-66
Nc1ccccc1C(=O)NNc1c2ccccc2nc2ccccc12
 : -9	-135	-19	-49	-26	-24	-22	-53	-80	-4	2
Cc1cccc2cc(COC(=O)c3ccccn3)c(=O)[nH]c12
 : 4	4	-2	.	-21	-6	7	8	8	4	-1
COc1ccc(CN2CCNC(=O)C2CC(=O)NCCSc2nccn2C)cc1OC (stereo not drawn)
 : 0	-7	-3	-3	-17	10	-3	-3	-1	2	-2
Cc1cc(=O)oc2cc(OCc3cc4c(cc3Cl)OCO4)ccc12
 : -7	-47	25	6	-3	2	0	3	-74	-14	-9
Cc1cc(NS(=O)(=O)c2ccc(NS(=O)(=O)c3ccc(Br)cc3)cc2)no1
 : 7	-10	-8	-3	-10	-7	-2	-31	27	15	-8
CN(C)c1ccc(N2C(=O)CC(Nc3ccc(N4CCOCC4)cc3)C2=O)cc1 (stereo not drawn)
 : 3	-28	-6	-7	-32	-4	-2	13	1	-7	0
CCCCOc1ccc(C(=O)Nn2c(-c3cccs3)nc3ccccc3c2=O)cc1
 : -3	6	0	-4	17	-5	-19	2	-10	-18	12
CC(C)C[C@H](NC(=O)c1[nH]cnc1C(=O)Nc1ccc(Cl)cc1)C(=O)OC(C)(C)C
 : 5	9	32	3	10	-8	-2	17	-14	19	1
CN(C(=O)COC(=O)CCCc1c[nH]c2ccccc12)c1c(N)n(Cc2ccccc2)c(=O)[nH]c1=O
 : 5	1	3	10	12	0	12	9	2	-11	5
CC(C)c1cc(C(=O)OCC(=O)NC2CC2)c(O)c(C(C)C)c1
 : 16	-10	-9	-8	-30	-22	5	-1	-9	13	-9
Cc1ccccc1OCC(=O)Nc1cccc(N(C)S(C)(=O)=O)c1
 : -2	-18	20	-41	-34	5	-11	-26	-5	-46	-13
CCOC(=O)C1=CN(Cc2cccc(-c3cccnc3)c2)S(=O)(=O)N(C)C1C (stereo not drawn)
 : 18	4	2	11	1	22	-20	24	21	4	3
CCC(CC)C(=O)N(C)c1c(C)nc2c(OCc3ccc(Cl)cc3Cl)cccn12
 : 30	2	5	-1	18	-42	-8	-20	4	-1	.
Cc1[nH]nc2c1C(c1ccco1)C(C#N)=C(N)O2 (stereo not drawn)
 : -4	16	-7	-19	3	5	-3	8	-2	10	-6
CC(=O)c1ccc(N2C(=O)[C@@H]3C(CCC(N)=O)NC4(C(=O)Nc5c4ccc(Cl)c5C)[C@@H]3C2=O)cc1 (stereo partly drawn)
 : -6	0	-3	0	21	7	-11	5	3	-8	-6
CCN1CCN(c2cc(C(C)C)nc3c(-c4ccccc4)c(C)nn23)CC1
 : -5	3	-5	0	5	20	-22	1	-7	15	.
CCCc1nnc(NC(=O)Nc2ccc(OC)cc2)s1
 : -9	-12	0	-15	-85	9	8	-33	-37	-19	3
COc1cccc(-c2noc(C(C)n3nc(C)c([N+](=O)[O-])c3C)n2)c1 (stereo not drawn)
 : -18	-21	2	-30	-16	16	-7	-32	-10	-14	-22
Cc1cc(-n2c(SCc3ccccc3F)nc3n[nH]c(C)c3c2=N)ccc1Cl
 : 7	-2	-15	2	-20	-6	-4	-15	1	-1	-7
COc1ccccc1N(C(=O)CNC(=O)c1ccco1)C(C(=O)NC1CCCCC1)c1ccncc1 (stereo not drawn)
 : 0	17	-8	7	4	-9	-7	-6	13	14	-2
CCOc1ccc(-c2cccc(NC(=O)COc3ccc(Cl)cc3)c2)nn1
 : .	-3	20	8	.	1	-3	-3	2	-6	-12
COc1ccc(OC)c(NC(=O)CN2CCc3ccccc3C2)c1
 : 0	-9	-28	-11	-17	2	-2	-14	33	-3	4
C/C(=N\N(Cc1ccccc1)c1ccccc1)c1ccncc1
 : -9	-8	3	-30	-19	58*	-57*	2	-7	18	-9
COc1ccc(C(=O)N2CCN(C(=O)c3ccco3)CC2)cc1OC
 : 10	-27	-1	-20	-13	17	10	-9	8	5	-14
Cc1ccc(OCc2nnc(N)s2)cc1C
 : -31	-44	2	-25	-41	-12	6	-19	-5	-88	.
CCC(C)(C)NC(=O)C(c1ccc(OC)cc1)N(C(=O)CCC(=O)Nc1cc(C)on1)c1cccc(OC)c1 (stereo not drawn)
 : -31	5	2	-9	7	-12	7	-3	38	-17	2
OCC1(CCOc2ccccc2)CCN(Cc2cccn2-c2ncccn2)CC1
 : 17	-21	-6	14	22	4	-3	-26	19	14	5
O=C(Nc1ccccc1)Nc1cccc(C(F)(F)F)c1
 : 3	1	-2	-38	-33	4	4	-31	0	-1	-1
CCOc1ccc(OCCC(=O)OCC(=O)NCCc2ccc(S(N)(=O)=O)cc2)cc1
 : 15	3	-10	3	13	-2	9	6	-3	13	0
O=C(O)CCC(=O)N1CCN(S(=O)(=O)c2cccs2)CC1
 : 8	-1	-15	1	-8	3	0	-21	-9	16	6

Further results follow:
Screens in order: NR2F2 inh	NCOA1 inh	TRAIL sens C8	TROY signal inh	SRC2 inh	CF NFkB inh	KKLEB cytotox	NR5A2 inv ag	TWEAK Fn14 block	SRC3 inh	EBV LMP1 NFkB
O=C(Cn1c(NCCCO)nc2ccccc21)c1ccc(Cl)cc1Cl
 : -2	-8	12	32	-20	5	-2	12	2	-24	3
O=C(NCc1cccc(Cl)c1)c1ccncc1
 : 21	9	-11	19	6	-44	6	-17	-6	3	3
CCO[C@H]1OC(C(=O)N2CCN(Cc3ccc4c(c3)OCO4)CC2)=C[C@@H](c2csc3ccccc23)[C@@H]1CCCO
 : 14	9	-18	13	14	-6	12	-1	14	-4	6
C[C@H]1CN=C(N(C)C)N1CCCC1CCCCC1
 : 0	10	16	5	9	19	-2	-16	12	-4	-5
CN=C(Nc1cc(C)nn1CCC#N)c1ccccc1F
 : 6	6	-30	0	-30	10	-3	-2	5	11	-3
O=C(c1cc2n(n1)C(C(F)(F)F)CC(c1ccc(F)cc1)N2)N1CCCC1 (stereo not drawn)
 : 5	16	-8	16	14	-1	11	-9	3	6	2
O=[N+]([O-])c1ccc(S(=O)(=O)Nc2ccc(-c3ccc(N4CCOCC4)nn3)cc2)cc1
 : -33	-26	11	-7	-15	11	3	-40	-1	-13	0
Cc1nc(-c2ccc(-n3nncc3-c3ccco3)cc2)cs1
 : 17	-7	-2	19	-15	25	-11	-21	1	6	2

Assay outcomes as filed in PubChem BioAssay.
